High-throughput results from PubChem.
ERa SRC1 inh: blocks coactivator binding to human estrogen receptor alpha. P03372. TR-FRET ER-alpha LBD / SRC-1 peptide, estradiol-bound. inhibition, % at 25.6 µM. 86,000 compounds, 1.7% hits; in the data active = inhibition above about 50%;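 note: 0% = receptor plus peptide control and 100% = peptide only without receptor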
FAK blocker: FAK (human) kinase inhibition | Q05397 | biochemical FAK kinase activity assay | inhibition, %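 (tested at 7 µM)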 | 97,000 compounds, 0.84% hits | AID 727; in the data active = inhibition above about 19%;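 note: 0% = DMSO and 100% = reference compound high control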
Target sequence (Q05397 whole entry, looked up): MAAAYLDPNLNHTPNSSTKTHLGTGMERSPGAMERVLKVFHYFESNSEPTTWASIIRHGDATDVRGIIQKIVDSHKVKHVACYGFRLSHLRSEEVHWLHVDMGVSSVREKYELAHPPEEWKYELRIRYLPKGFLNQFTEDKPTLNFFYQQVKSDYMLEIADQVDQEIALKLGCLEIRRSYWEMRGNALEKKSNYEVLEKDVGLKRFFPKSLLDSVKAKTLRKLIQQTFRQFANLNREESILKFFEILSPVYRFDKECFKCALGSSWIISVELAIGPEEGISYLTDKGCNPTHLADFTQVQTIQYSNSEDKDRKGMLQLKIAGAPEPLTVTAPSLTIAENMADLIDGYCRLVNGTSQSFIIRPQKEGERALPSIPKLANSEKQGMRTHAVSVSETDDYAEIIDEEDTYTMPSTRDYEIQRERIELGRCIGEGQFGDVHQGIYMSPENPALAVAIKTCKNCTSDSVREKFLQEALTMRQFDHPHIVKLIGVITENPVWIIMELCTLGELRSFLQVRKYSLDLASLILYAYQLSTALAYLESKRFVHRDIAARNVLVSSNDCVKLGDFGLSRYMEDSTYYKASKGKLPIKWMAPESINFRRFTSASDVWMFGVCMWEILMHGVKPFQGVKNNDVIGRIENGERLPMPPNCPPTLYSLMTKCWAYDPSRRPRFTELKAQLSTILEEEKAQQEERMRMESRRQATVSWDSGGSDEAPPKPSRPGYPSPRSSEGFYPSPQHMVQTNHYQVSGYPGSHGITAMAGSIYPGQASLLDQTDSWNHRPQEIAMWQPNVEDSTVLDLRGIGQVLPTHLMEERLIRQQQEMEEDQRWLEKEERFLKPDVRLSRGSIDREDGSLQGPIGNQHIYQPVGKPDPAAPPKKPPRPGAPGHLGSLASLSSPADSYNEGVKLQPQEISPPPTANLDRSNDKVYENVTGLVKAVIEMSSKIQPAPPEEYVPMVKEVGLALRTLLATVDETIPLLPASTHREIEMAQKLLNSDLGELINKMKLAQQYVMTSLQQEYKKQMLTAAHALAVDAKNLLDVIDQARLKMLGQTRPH
PTK2B oligo ant: blocks oligomerization of human Pyk2 in cells. Q14289. 99,000 compounds, 0.83% hits. z-score (the deposit names both 25 µM and 10 µM). AID 1347419. Q293 cells, Pyk2 FERM NanoBiT luminescence; stronger effect = lower value;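 active = Z-score of -3 or lower, scaled per plate to the spread of control and sample wells; inactive = z-score above -3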;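 note: negative z-score means lost luminescence so less FERM oligomerization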
cytoskel mod: alters cytoskeleton assembly in HUVEC cells; AID 836; inhibition, % at 2 µM; 91,000 compounds, 0.18% hits; HUVEC TNFa F-actin phalloidin imaging, high content;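 active = inhibition above the batch mean plus 3 SD and confirmed as a hit by visual image inspection, cut at about 30% in these data, passing the limit was not always enough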; note: strong numbers were not always called active
HUVEC tox TNFa: HUVEC cytotoxicity counter-screen, TNF alpha stimulated; cell count reduction, % at 2 µM; 93,000 compounds, 0.17% hits; AID 848; HUVEC TNFalpha-stimulated, Hoechst cell count, imaging;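 active = cell count reduction exceeding the screen mean by over 5 SD, scaled to untreated wells per plate, cut at about 78% in these data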;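 note: cells counted after 24 h of TNF alpha exposure following the 1 h pretreatment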
IL1B cytotox: toxic to HUVEC cells under IL-1B stimulation. 94,000 compounds, 0.41% hits. cell count reduction, % at 2 µM. AID 845. HUVEC cell count loss, Hoechst imaging, IL-1B stimulated;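 active = cell count reduction more than 3 SD above the screen-wide mean, cut at about 70% in these data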;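 note: normalized per plate to untreated control cells as the no-loss baseline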
PTPN22 inh 2: LYP (human) phosphatase inhibition. Q9Y2R2. recombinant LYP catalytic domain, DiFMUP fluorescence. inhibition, % at 2 µM. 96,000 compounds, 0.21% hits;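 active = inhibition at 2 µM at or above a set limit, the screen mean plus 3 SD, cut at about 24% in these data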;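 note: 0% = DMSO with enzyme and 100% = enzyme fully blocked by orthovanadate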
VCAM1 TNFa inh: reduces TNF alpha induced VCAM1 expression in HUVEC; HUVEC TNFa-induced VCAM-1 immunofluorescence, high-content imaging; inhibition, % at 2 µM; 95,000 compounds, 0.48% hits; AID 802;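 active = inhibition above the batch mean plus 3 SD, with images confirmed as a hit by eye, cut at about 37% in these data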;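 note: 0% = TNF-stimulated DMSO wells and 100% = unstimulated control wells; not every result past the cut was called active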
LYP act: increases human PTPN22 phosphatase activity; activation, % at 2 µM; 96,000 compounds, 0.11% hits; recombinant LYP, DiFMUP fluorescence; 0 = plate median, 100 = signal doubled;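 active = activation at 2 µM above a set limit, the mean plus 5 SD, cut at about 37% in these data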
* marks the source's active call; other numbers are inactive results; x = not tested or not shown; [ ] = remark or other dose. Compounds as they come, and some 3.8% of all compounds hit somewhere here.

SMILES	ERa SRC1 inh	FAK blocker	PTK2B oligo ant	cytoskel mod	HUVEC tox TNFa	IL1B cytotox	PTPN22 inh 2	VCAM1 TNFa inh	LYP act
CC1(C)Cc2c(cnn2-c2ccccc2)C(=O)/C1=N\NC(=O)c1ccccc1	1	-1	-1.3	5	-16	-97	16	-34	-14
CCOc1ccccc1Nc1nc(N)nc(CSc2nccc(C)n2)n1	3	2	0.31	7	-13	1	0	13	-1
O=C(/C=C/NNC(=O)c1ccccc1)c1ccc(Br)cc1	41	-1	-0.25	-24	2	5	4	7	-4
CC(C)C1Oc2ccccc2N(CC(=O)N(Cc2ccncc2)Cc2ccco2)C1=O (configuration not stated)	-5	1	-0.36	-16	-14	-31	-11	0	7
Cc1ccc(S(=O)(=O)N2CCN(S(=O)(=O)c3ccc(C)cc3)C2c2ccccc2)cc1	-3	1	0.05	9	-56	-60	-3	9	0
CC(C)C1O/C(=N/C(=O)Nc2ccc(Cl)c(Cl)c2)NC1=O (configuration not stated)	5	4	-0.05	-6	-11	21	8	-2	-7
O=C1CC(Nc2ccc3ccccc3c2)C(=O)N1Cc1ccccc1 (configuration not stated)	-3	-1	-0.88	-2	-18	-107	3	6	-1
Cc1ccc(C)c(-c2nnc(OCC(=O)Nc3cc(C)on3)c3ccccc23)c1	-4	-3	-1.3	x	-41	-92	-2	10	-1
O=C(NC1CCN(Cc2ccccc2)CC1)C12CC3CC(CC(C3)C1)C2	24	0	0.6	-12	-11	10	-8	-5	4
COc1ccccc1C1CC(=O)Nc2cc3c(cc21)OCCO3 (configuration not stated)	14	2	-1.9	-8	21	33	6	21	-10
CC(NS(=O)(=O)c1ccccc1)C(=O)NCc1ccco1 (configuration not stated)	41	2	0.46	4	-24	-28	7	7	-9
Cc1cc(NC(=O)CCC(=O)N(CC(=O)NCC2CCCO2)c2ccccc2C)no1 (configuration not stated)	26	-1	2.9	1	-22	-43	4	9	-7
CCN(CC)S(=O)(=O)c1ccc(Br)c(OC)c1	11	-2	-0.33	-4	-12	-37	-14	17	11
C=CCNc1nc(-c2ccccn2)nnc1-c1ccccc1	5	-1	-0.46	x	-16	7	-3	-7	4
c1ccc(-c2nc(NCC3CCCO3)c3oc4ccccc4c3n2)cc1 (configuration not stated)	-5	2	-0.71	-1	-3	-7	2	-4	-1
c1cc(CNCCCN2CCOCC2)ccn1	-8	-3	-0.66	20	-13	-14	2	12	0
CC(=O)CCc1c(C)[nH]c2ccccc2c1=O	-4	0	-0.13	29	-10	-62	11	-5	-9
CCc1nnc(NC(=O)c2ccc(COc3ccccc3)o2)s1	-2	-1	-0.63	1	-4	-14	-4	6	3
COc1ccc(Cc2nc(C(=O)Nc3ccc(Cl)cc3)cs2)cc1	-4	1	1.6	-4	-5	-21	-7	9	6
O=C(C1CCCO1)N1CCN(S(=O)(=O)c2ccccc2)CC1 (configuration not stated)	-5	-1	-0.35	-7	-28	-22	4	-2	-6
O=C(Nc1cccn(Cc2ccc(F)cc2)c1=O)NC1CCCCC1	-7	-4	0.92	-28	-24	-9	9	8	-7
Cc1cccc(N2CCN(C(=O)NCc3ccc(Cl)cc3)CC2)c1	-51	0	1.5	-8	-38	-14	4	14	-2
O=C(CCCN1C(=O)CCC1=O)Nc1ccc(Br)cc1F	-3	2	0.17	-4	1	14	1	7	1
CC1=CC(C)(C)N(C(=O)CSc2nnc(N)s2)c2c(C)cc(C)cc21	x	-2	-1.3	0	-13	11	20	-25	-17
O=[N+]([O-])c1ccc(/C=N/Nc2nc(-c3ccccc3)c3cc(Br)ccc3n2)o1	x	6	-2.2	0	-4	1	-6	-9	6

Single records (already shown). Order of values: ERa SRC1 inh, FAK blocker, PTK2B oligo ant, cytoskel mod, HUVEC tox TNFa, IL1B cytotox, PTPN22 inh 2, VCAM1 TNFa inh, LYP act
Shown for CCN(CC)S(=O)(=O)c1ccc(Br)c(OC)c1 → 11, -2, -0.33, -4, -12, -37, -14, 17, 11
Shown for O=C(CCCN1C(=O)CCC1=O)Nc1ccc(Br)cc1F → -3, 2, 0.17, -4, 1, 14, 1, 7, 1
Shown for c1cc(CNCCCN2CCOCC2)ccn1 → -8, -3, -0.66, 20, -13, -14, 2, 12, 0
Shown for CC1=CC(C)(C)N(C(=O)CSc2nnc(N)s2)c2c(C)cc(C)cc21 → x, -2, -1.3, 0, -13, 11, 20, -25, -17

Taken from the results shown for reference:
SMILES	ERa SRC1 inh	FAK blocker	PTK2B oligo ant	cytoskel mod	HUVEC tox TNFa	IL1B cytotox	PTPN22 inh 2	VCAM1 TNFa inh	LYP act
Cc1cccc(N2CCN(C(=O)NCc3ccc(Cl)cc3)CC2)c1	-51	0	1.5	-8	-38	-14	4	14	-2
O=C(CCCN1C(=O)CCC1=O)Nc1ccc(Br)cc1F	-3	2	0.17	-4	1	14	1	7	1
CC1=CC(C)(C)N(C(=O)CSc2nnc(N)s2)c2c(C)cc(C)cc21	x	-2	-1.3	0	-13	11	20	-25	-17
O=[N+]([O-])c1ccc(/C=N/Nc2nc(-c3ccccc3)c3cc(Br)ccc3n2)o1	x	6	-2.2	0	-4	1	-6	-9	6

Pulled by compound from the list above (two):
SMILES	ERa SRC1 inh	FAK blocker	PTK2B oligo ant	cytoskel mod	HUVEC tox TNFa	IL1B cytotox	PTPN22 inh 2	VCAM1 TNFa inh	LYP act
c1ccc(-c2nc(NCC3CCCO3)c3oc4ccccc4c3n2)cc1 (configuration not stated)	-5	2	-0.71	-1	-3	-7	2	-4	-1
CC(=O)CCc1c(C)[nH]c2ccccc2c1=O	-4	0	-0.13	29	-10	-62	11	-5	-9

(next part)
SMILES	ERa SRC1 inh	FAK blocker	PTK2B oligo ant	cytoskel mod	HUVEC tox TNFa	IL1B cytotox	PTPN22 inh 2	VCAM1 TNFa inh	LYP act
Cc1nnc(SCC(=O)Nc2sc3c(c2C#N)CCCCC3)n1N	-2	1	-0.36	4	-24	19	2	22	-1
CCCC(O)(CCC)C(=O)NN1CCCCC1	x	2	1	6	-10	8	5	-1	-2
CCCCCn1c(=NC(=O)c2ccco2)c(C(=O)OCC)cc2c(=O)n3ccccc3nc21	-2	3	-1.3	22	-37	-6	-6	0	6
CC(C)OC(=O)CSc1nnc(-c2cnccn2)n1C	-2	1	1.5	0	-10	2	6	-16	-10
O=C(NCc1ccc(N2CCCC2=O)cc1)Nc1cccc(Cl)c1	-30	0	0.16	37	-8	17	5	1	-6
COCCCNc1nc2c(c(=O)[nH]c(=O)n2C)n1CC(O)COc1cccc(C)c1 (configuration not stated)	-8	-1	1.2	11	-38	-5	1	-3	-3
CN(C)c1ccc(/C=N/NC(=O)c2ccc(Cl)cc2)cc1	x	6	-0.44	10	-8	-30	15	-1	-13
COc1cc2c(=O)n(Cc3ccccc3)c(=O)n(CC(=O)NCCc3ccccc3)c2cc1OC	26	-1	0.17	x	-2	3	-10	10	12
CCOC(=O)c1ccc(NS(=O)(=O)c2c(C)n(C)c(=O)n(C)c2=O)cc1	-4	1	x	-10	-5	-6	4	-4	-4
O=C(Nc1nnc(-c2ccccc2)s1)c1cc(S(=O)(=O)N2CCOCC2)c(Cl)cc1Cl	3	-6	-1.3	-4	9	2	2	6	0
CCOC(=O)C1C(=O)NC(c2ccccc2)=NC1c1ccc(Cl)cc1 (configuration not stated)	x	6	4.6	-2	0	1	7	-8	-4
O=C(NCc1ccccc1)c1ccc2c(c1)C(=O)N(CC1CCCO1)C2=O (configuration not stated)	3	2	0.88	7	-31	7	7	5	-5
Cc1ccnc(NC(=O)c2ccccc2[N+](=O)[O-])c1	x	-8	0.48	-12	-11	-17	2	0	2
C=CCn1cc(/C=N\NC(=O)c2cc3c(ccc4ccccc43)o2)c2ccccc21	x	2	-0.37	10	-20	0	-2	5	0
Cc1ccc(S(=O)(=O)N(Cc2nccn2C)C(C)C)cc1	5	-1	-0.28	11	-24	-7	0	6	-2
Cn1c(=O)c2c(nc(CN3CCC(C(N)=O)CC3)n2Cc2ccccc2F)n(C)c1=O	-4	-1	-0.37	4	-11	-32	4	-5	-6
CCc1c(C)nc2ncnn2c1N1CCC(C(=O)NCc2ccc3c(c2)OCO3)CC1	4	-1	0.82	74	-2	-10	-9	2	8
CC1CCCC(NC(=O)COC(=O)c2c[nH]c(=O)[nH]c2=O)C1C (configuration not stated)	x	-2	-0.61	4	-2	3	10	13	-11
COc1ccc(CN2CCCCC2C(=O)Nc2ccc(OC)c(OC)c2)cc1OC (configuration not stated)	-5	-2	-0.12	16	-12	-25	-12	-8	9
Cc1nc2c(-c3ccc(F)cc3)c(C)nn2c(C)c1CCC(=O)NC(C)CCc1ccco1 (configuration not stated)	4	0	x	10	7	38	-3	13	2
O=C(O)c1sccc1S(=O)(=O)c1ccccc1	-6	3	-0.09	-7	-38	-56	-9	17	8
CCn1ncc(C(=O)Nc2cc(C)on2)c1C	x	3	0.02	-56	18	6	5	-20	-3
COc1ccc(C(C)=O)cc1COC(=O)c1ccc2c(c1)OCO2	9	-1	-1.6	22	-44	7	3	19	-6
c1ccc(CSc2ncccn2)cc1	-10[fluorescence artefact?]	-1	-0.44	8	-5	-15	-2	-2	-1
CCOC(=O)Cc1csc(NC(=O)c2cccc(N3C(=O)CCC3=O)c2)n1	-34	0	0.46	-27	-26	-12	0	5	-4

(next part)
SMILES	ERa SRC1 inh	FAK blocker	PTK2B oligo ant	cytoskel mod	HUVEC tox TNFa	IL1B cytotox	PTPN22 inh 2	VCAM1 TNFa inh	LYP act
Cc1ccc(NC(=O)N2CCC(c3nc4c(nnn4Cc4cccc(Cl)c4)c(=O)[nH]3)CC2)cc1	1	4	-0.23	-8	-5	-9	7	12	-7
Cc1ccc(CNC(=O)C2CCCN(S(C)(=O)=O)C2)cc1 (configuration not stated)	2[fluorescence artefact?]	0	1.2	7	-26	19	-8	6	12
CCOc1cccc(-c2nc3cc(C)ccc3o2)c1	0[fluorescence artefact?]	9	0.33	-9	0	5	-6	-3	5
CC12C=CC3(O1)C(C(=O)N(c1ccccc1)C3C(=O)NC1CCCC1)C2C(N)=O (configuration not stated)	-6	-1	0.14	-6	-3	-22	2	28	-2
Cc1nnc2c(NC(C)C)nc3ccccc3n12	-2	2	1.8	15	76	1	-1	25	-1
C=CCn1c(=N)c(C(=O)OCC)cc2c(=O)n3cccc(C)c3nc21	-4	-6	x	25	-36	-25	-6	0	10
O=C(O)C1CCCCN1S(=O)(=O)c1ccccc1 (configuration not stated)	x	1	-0.99	-17	-9	0	-20	-11	15
O=C(CCC(=O)c1ccc(Cl)cc1)OCC(=O)c1ccccc1	x	-3	1	-10	-14	3	-6	-7	11
OCc1cn(-c2ccccc2)nc1-c1cccnc1	-24	4	-0.01	-17	24	2	5	59	-7
CCCCN(CCCC)S(=O)(=O)c1ccc(NC(=O)Cc2cccs2)cc1	67*[fluorescence artefact?]	4	-3.2*	-14	-20	-11	0	3	-3
O=C(NC1CCCC1)c1cccc(NC(=O)c2ccco2)c1	4	0	-0.29	4	-11	-18	8	5	-5
COC(=O)c1ccc2c(=O)n(CCCCCC(=O)N3CCN(c4ccc(F)cc4)CC3)c(=O)[nH]c2c1	10[fluorescence artefact?]	-10	-2.7	x	2	16	-4	12	3
